PLC-beta3 inh – PLC-beta3 (human) inhibition, primary screen | Q01970 | Purified PLC-beta3, fluorogenic substrate, fluorescence | inhibition, % at 12.2 µM | actives 0.18% (n = 370,000); in the data active = inhibition above about 11%;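 note: 0% = median of compound wells on plate and 100% = full blocker control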
DDE Tn7 FP inh – DD(E)-Tn7 binding inhibition, primary FP screen; FP displacement of FITC-Tn7 peptide from fibrin DD(E); 0% = median of compound wells per plate; actives 0.13% (n = 370,000); inhibition, % at 8.3 µM; P02675;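 active = inhibition above the mean of compounds falling within the control limits plus 3 SD of them, cut at about 14% in these data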;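 note: 0% = plate median of compound wells and 100% = 10 µM Aha-Tn7 peptide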
Target sequence (P02675 whole entry, looked up): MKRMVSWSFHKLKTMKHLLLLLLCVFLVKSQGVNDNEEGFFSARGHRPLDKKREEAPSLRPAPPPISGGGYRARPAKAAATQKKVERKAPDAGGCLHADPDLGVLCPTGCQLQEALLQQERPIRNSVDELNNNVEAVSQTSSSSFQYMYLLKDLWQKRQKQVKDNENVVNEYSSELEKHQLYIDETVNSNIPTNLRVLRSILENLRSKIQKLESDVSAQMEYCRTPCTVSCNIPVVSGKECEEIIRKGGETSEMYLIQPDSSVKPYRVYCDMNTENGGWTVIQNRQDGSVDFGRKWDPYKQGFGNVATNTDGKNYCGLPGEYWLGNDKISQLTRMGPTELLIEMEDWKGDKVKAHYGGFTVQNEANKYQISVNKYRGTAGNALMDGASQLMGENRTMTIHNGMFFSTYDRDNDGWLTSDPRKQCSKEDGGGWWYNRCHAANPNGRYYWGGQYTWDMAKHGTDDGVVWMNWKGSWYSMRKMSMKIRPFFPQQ
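system = human fibrin DD(E) protein | quantity = DD(E) 2 µM final | medium = Tris/NaCl/CaCl2 buffer, pH 7.8 | also added = labelled Tn7 tracer, 0.1 µM | compound dosing = single point at 8.3 µM | timing = compound with protein 10 min, then 3 h after probe, room temperature | signal = FP measurement | benchmarks = Aha-Tn7 high control | repeats = one replicate per compound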
sPLA2-III inh – Blocks human group III sPLA2 activity; Q9NZ20; QFRET BODIPY PC-A2 liposome hydrolysis, fluorescence; inhibition, % at 12.2 µM; actives 0.56% (n = 370,000); AID 743126;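 active = inhibition above mean plus 3 SD of compounds lying within the high and low control bounds, cut at about 19% in these data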;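 note: 0% = median of test compound wells and 100% = no enzyme DMSO wells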
Target sequence (Q9NZ20 whole entry, looked up): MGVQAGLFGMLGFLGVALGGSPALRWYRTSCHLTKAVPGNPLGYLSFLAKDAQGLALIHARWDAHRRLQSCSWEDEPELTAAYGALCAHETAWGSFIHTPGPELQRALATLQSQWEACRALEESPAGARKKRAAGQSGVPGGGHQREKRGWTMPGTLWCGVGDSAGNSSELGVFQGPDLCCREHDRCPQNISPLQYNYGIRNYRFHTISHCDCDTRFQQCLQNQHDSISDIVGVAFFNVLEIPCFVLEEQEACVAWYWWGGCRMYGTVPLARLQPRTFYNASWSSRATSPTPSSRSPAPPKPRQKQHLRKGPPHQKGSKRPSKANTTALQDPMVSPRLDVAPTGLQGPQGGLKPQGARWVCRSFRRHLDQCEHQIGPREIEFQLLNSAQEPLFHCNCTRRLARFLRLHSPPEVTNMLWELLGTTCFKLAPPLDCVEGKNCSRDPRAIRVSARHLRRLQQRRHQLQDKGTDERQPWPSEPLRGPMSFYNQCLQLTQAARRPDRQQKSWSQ
DDE Tn6 FP inh – DD(E)-Tn6 binding inhibition, primary FP screen. P02675. inhibition, % at 8.3 µM. Fibrin DD(E) TRITC-Tn6 fluorescence polarization displacement. actives 0.21% (n = 370,000). AID 720509;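 active = inhibition above a per-campaign cutoff: mean of compounds within control limits plus 3 SD, cut at about 15% in these data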;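 note: 0% = median of all compound wells on the plate and 100% = blocking peptide control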
ASAP1 inh – ASAP1 ArfGAP inhibition; AID 624377; actives 0.19% (n = 360,000); inhibition, % at 16.5 µM; ASAP1-stimulated ARF1 GTP hydrolysis, GDP FP detection; in the data active = inhibition above about 25%;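 note: 0% = vehicle with enzyme and substrate and 100% = no enzyme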
NR1D1 modulator – modulators of human Rev-erb alpha DNA binding | Rev-erbα–FITC-DNA binding, fluorescence polarization, 90 min | actives 0.79% (n = 370,000) | activity, % at 10 µM | AID 1259318;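 active = activity above about 14%, limit read from the data; passing the limit was not always enough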;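 note: 0% = DMSO wells with 35 nM protein and 100% = DMSO wells with 750 nM protein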
UHRF1 binding – human UHRF1 methylated DNA binding inhibitors. inhibition, % at 4.4 µM. Q96T88. UHRF1 binding to methylated oligo, TR-FRET. actives 0.75% (n = 370,000); in the data active = inhibition above about 21%;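 note: UHRF1 SRA domain binding a hemimethylated CpG hairpin DNA probe; 0% = median of test compound wells and 100% = reference inhibitor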
KLK7 zymogen act – activates the human kallikrein-7 zymogen. P49862. purified proKLK7, EDANS-DABCYL substrate fluorescence; 100% is mature enzyme control, 0% vehicle. activation, % at 7 µM. actives 0.9% (n = 370,000). AID 652039;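 active = activation above the mean of all tested compounds plus 3 SD, computed per campaign excluding outliers beyond control limits, cut at about 13% in these data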
ARFGAP1 inhibitor – rat ARFGAP1 inhibition; AID 651572; actives 0.26% (n = 360,000); Q62848; Arfgap1-stimulated ARF1 GTP hydrolysis, GDP FP detection; inhibition, % at 16.5 µM;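 active = inhibition above a per-plate limit, mean inhibition of low control wells plus 3 SD, cut at about 25% in these data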;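 note: 0% = DMSO wells with enzyme and 100% = wells lacking Arfgap1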
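Assay system: purified rat His6-Arfgap1 residues 1-136 (GAP domain); Reagent: human Δ17 ARF1 bound to GTP; Dosing: 16.5 µM single point, 1.26% DMSO; Times: GTP hydrolysis reaction 2 h at 25 °C; Signal: FP, GDP Alexa 633 tracer displaced from anti-GDP antibody, 620/688 nm; Measure: % inhibition from polarization.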
PLC-gamma1 inh – inhibitors of human phospholipase C gamma1; inhibition, % at 12.2 µM; P19174; purified PLC-gamma1, fluorogenic substrate, fluorescence; actives 0.84% (n = 370,000); in the data active = inhibition above about 9.5%
An asterisk follows results filed as active.

No.	PLC-beta3 inh	DDE Tn7 FP inh	sPLA2-III inh	DDE Tn6 FP inh	ASAP1 inh	NR1D1 modulator	UHRF1 binding	KLK7 zymogen act	ARFGAP1 inhibitor	PLC-gamma1 inh	SMILES
1	-2	-2	-15	-1	2	-1	-1	0.9	2	5	COc1ccccc1C1CC(c2ccc(Br)cc2)=NN1C(=O)c1cccnc1 (stereo not drawn)
2	1	0	7	5	5	-7	6	-0.3	-3	-3	CC(=O)c1cc(CN2CCN(C3CCCCC3)C(CCO)C2)cs1 (stereo not drawn)
3	-11	-8	-3	-5	-6	8	0	0.5	8	0	CC(=O)Nc1cccc(NC(=O)CSc2nnc(NC(=O)C3CC3)s2)c1
4	0	-9	-1	-4	-8	1	-5	0.0	4	1	O=C(COC(=O)c1ccc([N+](=O)[O-])o1)NC1CCCC1
5	-12	2	0	-2	0	-3	3	0.2	1	-14	Cc1cc(N(C)C)c(C#N)c(N2CCCCC2)n1
6	-5	-4	-5	2	-3	0	0	0.3	-7	2	O=C(CN1C(=O)NC2(CCCC2)C1=O)Nc1ccc(F)c([N+](=O)[O-])c1
7	0	-5	-3	9	7	-3	-2	-0.2	-3	1	COc1ccc(CCNC(=O)c2ccc(-c3ccc([N+](=O)[O-])cc3Cl)o2)cc1OC
8	-7	-3	-3	-1	-6	-1	1	-0.1	-10	-1	CCOc1ccc(S(=O)(=O)N(C)c2ccc(OCC(=O)NC3=NCCS3)cc2)cc1
9	-3	-3	6	0	4	-8	1	0.0	6	3	CC1Cc2ccccc2N1C(=O)CO/N=C/c1ccc(OC(F)F)cc1 (stereo not drawn)
10	0	-1	-11	3	-7	-1	1	-0.4	1	-4	COc1ccccc1OCC(=O)NN=C(Cc1ccccc1)Cc1ccccc1
11	-5	2	1	3	4	-5	0	-0.1	-3	0	COc1cccc(OC)c1NC(=O)C1CCCN1C(=O)Nc1ccccc1F (stereo not drawn)
12	-1	0	-4	3	4	3	-2	0.3	-4	0	Cc1cc(=O)[nH]c(SCC(=O)Nc2ccc(F)cc2)c1C#N
13	4	-1	11	-4	-6	-1	2	-0.5	-7	8	Cc1ccc(OCC(=O)O/N=C(\N)c2ccccn2)cc1
14	-6	4	-4	5	5	0	-1	0.1	3	2	CC(=O)N1CCOc2ccc(S(=O)(=O)NCCc3ccccc3)cc21
15	-13	0	3	-1	-9	15	2	0.1	9	-14	Cc1cc(-c2nc3ncccc3o2)ccc1NC(=S)NC(=O)C(C)C
16	1	-6	-4	0	-21	1	0	-0.7	-5	0	O=C(NCc1ccco1)C1CCN(C(=O)Cc2ccccc2)CC1
17	0	-5	-7	-5	-4	2	-2	-0.2	-2	3	CC(OC(=O)Cn1[nH]c(=O)c2ccccc2c1=O)C(=O)Nc1cccc(Cl)c1 (stereo not drawn)
18	-4	10	2	-2	7	0	0	0.8	-3	-4	N#Cc1ccccc1NC(=O)COC(=O)COc1ccccc1[N+](=O)[O-]
19	-3	-6	8	5	-6	6	0	0.1	9	-2	CCOC(=O)c1c(NC(=O)CN2C(=O)NC3(CCC(C)CC3)C2=O)sc(C)c1-c1ccc(C)cc1 (stereo not drawn)
20	-39	5	3	-1	12	-1	-1	-1.5	-10	-30	CC(C)(C)NC(=O)C(c1ccc(-c2ccccc2)cc1)n1c(=O)c(-c2ccco2)nc2ccccc21 (stereo not drawn)
21	-2	4	4	4	8	1	3	0.0	-9	-1	Clc1ccc(Cn2ncc3c(N4CCCCC4)ncnc32)cc1
22	-28	-5	-3	0	1	0	15	0.9	4	-22	CCCC(=O)Nc1c(-c2cccs2)c(=O)c2ccccc2n1C
23	-6	-8	-18	6	1	-7	0	0.5	8	0	CC(C)Oc1ccc(C2CC(=O)N(c3cccc(Br)c3)C2=O)cc1 (stereo not drawn)
24	-5	-2	-9	7	-3	5	6	-0.2	7	0	COc1ccc(/C=C2\SC(=S)N(CCC(=O)NCCc3ccc(O)cc3)C2=O)cc1
25	-4	-1	4	-3	4	-9	3	-0.2	0	5	COc1ccc(C(=O)Nc2c(N)nc(SCC(=O)Nc3ccc(NC(C)=O)cc3)[nH]c2=O)cc1
26	-9	4	0	-6	-4	4	-1	0.5	6	-3	COc1ccccc1-c1nnc(SC(C)C(=O)NCC2CCCO2)n1C (stereo not drawn)
27	-2	3	8	2	0	1	-1	0.3	-13	4	COc1ccccc1C(=O)NC(=S)Nc1ccccc1N1CCCCC1
28	-1	-1	7	-10	6	3	2	0.1	3	2	CCC(=O)NCCCOc1ccccc1
29	2	-2	-2	-8	-9	2	0	0.3	8	2	COc1cccc(C(=O)C2CCCN(C(=O)CCC3=NNC(=O)CC3)C2)c1 (stereo not drawn)
30	-6	1	4	3	-4	-1	1	0.3	-2	-2	COc1ccccc1C(=O)NNC(=O)C1CCN(C(=O)OC(C)(C)C)CC1
31	-4	-3	1	-5	12	-6	-1	-0.6	19	0	Cc1ccc(N2C(=O)CS/C2=C(\C(Cl)=C(Cl)Cl)[N+](=O)[O-])cc1
32	1	0	3	8	4	-2	0	0.0	-7	0	C[C@H](CO)N1C[C@H](C)[C@@H](CN(C)S(C)(=O)=O)Oc2ccc(NC(=O)Nc3ccccc3)cc2C1=O

An excerpt from above in order of the UHRF1 binding value, ascending.
No.	PLC-beta3 inh	DDE Tn7 FP inh	sPLA2-III inh	DDE Tn6 FP inh	ASAP1 inh	NR1D1 modulator	UHRF1 binding	KLK7 zymogen act	ARFGAP1 inhibitor	PLC-gamma1 inh	SMILES
7	0	-5	-3	9	7	-3	-2	-0.2	-3	1	COc1ccc(CCNC(=O)c2ccc(-c3ccc([N+](=O)[O-])cc3Cl)o2)cc1OC
14	-6	4	-4	5	5	0	-1	0.1	3	2	CC(=O)N1CCOc2ccc(S(=O)(=O)NCCc3ccccc3)cc21
23	-6	-8	-18	6	1	-7	0	0.5	8	0	CC(C)Oc1ccc(C2CC(=O)N(c3cccc(Br)c3)C2=O)cc1 (stereo not drawn)

Additional entries:
No.	PLC-beta3 inh	DDE Tn7 FP inh	sPLA2-III inh	DDE Tn6 FP inh	ASAP1 inh	NR1D1 modulator	UHRF1 binding	KLK7 zymogen act	ARFGAP1 inhibitor	PLC-gamma1 inh	SMILES
33	-5	-4	7	4	-2	0	0	0.6	-4	0	CCN(C(=O)CSc1nnc(C2CC2)n1-c1ccccc1)C1CCS(=O)(=O)C1 (stereo not drawn)
34	-5	2	3	0	-2	5	3	-0.5	-2	4	CSc1ccccc1C(=O)NC1CCSc2ccccc21 (stereo not drawn)
35	6	1	2	2	9	0	1	0.0	-6	1	Cc1ccc(NC(=O)Nc2nnc(Cc3ccc(F)cc3)s2)cc1
36	-26	6	-1	1	8	1	-5	3.4	9	-25	FC(F)(F)c1nc2ccccc2nc1N/N=C\c1ccccc1
37	1	4	23*	7	6	3	5	0.5	9	4	CCOC(=O)c1cc(N)cc([N+](=O)[O-])c1
38	-9	-2	-2	7	-2	-3	-2	-0.2	-4	-1	Cc1ccc(/C=C/S(=O)(=O)NCC(=O)OCC(=O)Nc2ccc(C(=O)N(C)C)cc2)cc1
39	-8	-5	-1	-1	-4	-2	0	-0.2	2	-8	CCN=C1Sc2nc3ccc(OCC)cc3cc2CN1CCOC
40	-4	6	-4	3	-1	2	-3	0.1	-8	-2	COCCn1c(=O)[nH]c(=O)c2c1nc(-c1cc(Br)c3c(c1)OCO3)n2Cc1ccccc1

A different layout for 4 compounds above:
36	FC(F)(F)c1nc2ccccc2nc1N/N=C\c1ccccc1
  PLC-beta3 inh = -26	DDE Tn7 FP inh = 6	sPLA2-III inh = -1	DDE Tn6 FP inh = 1	ASAP1 inh = 8	NR1D1 modulator = 1	UHRF1 binding = -5	KLK7 zymogen act = 3.4	ARFGAP1 inhibitor = 9	PLC-gamma1 inh = -25
37	CCOC(=O)c1cc(N)cc([N+](=O)[O-])c1
  PLC-beta3 inh = 1	DDE Tn7 FP inh = 4	sPLA2-III inh = 23*	DDE Tn6 FP inh = 7	ASAP1 inh = 6	NR1D1 modulator = 3	UHRF1 binding = 5	KLK7 zymogen act = 0.5	ARFGAP1 inhibitor = 9	PLC-gamma1 inh = 4
38	Cc1ccc(/C=C/S(=O)(=O)NCC(=O)OCC(=O)Nc2ccc(C(=O)N(C)C)cc2)cc1
  PLC-beta3 inh = -9	DDE Tn7 FP inh = -2	sPLA2-III inh = -2	DDE Tn6 FP inh = 7	ASAP1 inh = -2	NR1D1 modulator = -3	UHRF1 binding = -2	KLK7 zymogen act = -0.2	ARFGAP1 inhibitor = -4	PLC-gamma1 inh = -1
39	CCN=C1Sc2nc3ccc(OCC)cc3cc2CN1CCOC
  PLC-beta3 inh = -8	DDE Tn7 FP inh = -5	sPLA2-III inh = -1	DDE Tn6 FP inh = -1	ASAP1 inh = -4	NR1D1 modulator = -2	UHRF1 binding = 0	KLK7 zymogen act = -0.2	ARFGAP1 inhibitor = 2	PLC-gamma1 inh = -8

Other records.
No.	PLC-beta3 inh	DDE Tn7 FP inh	sPLA2-III inh	DDE Tn6 FP inh	ASAP1 inh	NR1D1 modulator	UHRF1 binding	KLK7 zymogen act	ARFGAP1 inhibitor	PLC-gamma1 inh	SMILES
41	-8	-2	5	-2	5	-5	-2	-0.2	6	4	NC(CSC1(c2ccccc2)c2ccccc2-c2ccccc21)C(=O)O (stereo not drawn)
42	-7	-9	10	3	-8	13	-4	0.6	1	-4	O=C(N/N=C/c1cc([N+](=O)[O-])cc([N+](=O)[O-])c1O)C(O)(c1ccccc1)c1ccccc1
43	4	-1	6	-7	2	-4	2	0.2	-10	2	COc1ccc(CCNC(=O)C2CCN(S(=O)(=O)c3c(C)noc3C)CC2)cc1OC
44	-9	-1	4	0	-2	-1	1	-0.3	-9	-5	Nc1ncnc2sc3c(c12)CCNC3
45	3	3	3	-6	-3	-8	-1	0.2	-2	2	CC(=O)c1cnn(-c2ccccc2)c1C
46	-3	0	3	-5	-8	4	2	-0.2	7	7	COc1ccc(CCn2c(N)cc(=O)[nH]c2=O)cc1OC
47	-14	-1	-1	0	5	-5	-1	-0.1	10	2	O=C(NS(=O)(=O)Oc1ccc(Cl)cc1)OC[C@@H]1CCCN2CCCC[C@H]12
48	-4	2	6	-4	-7	-6	1	-0.2	-3	-1	COc1ccc(CCNC(=O)CN(c2ccc(OC)c(OC)c2)S(=O)(=O)c2ccccc2)cc1OC

Assay outcomes: PubChem, several laboratories
